CHT inh = inhibitors of human choline transporter CHT. 0.86% of 310,000 active. CHT-expressing cells, membrane potential dye, choline response; active compounds read low. Q9GZV3. B-score at 10 µM;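 active = B-score over 3 SD under the library average, and starting fluorescence ratio not unusually high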;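 note: choline stimulus applied at its EC90 after an EC20 pre-addition; B-score computed on integrated fluorescence ratio after choline addition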
Target sequence (Q9GZV3 whole entry, looked up): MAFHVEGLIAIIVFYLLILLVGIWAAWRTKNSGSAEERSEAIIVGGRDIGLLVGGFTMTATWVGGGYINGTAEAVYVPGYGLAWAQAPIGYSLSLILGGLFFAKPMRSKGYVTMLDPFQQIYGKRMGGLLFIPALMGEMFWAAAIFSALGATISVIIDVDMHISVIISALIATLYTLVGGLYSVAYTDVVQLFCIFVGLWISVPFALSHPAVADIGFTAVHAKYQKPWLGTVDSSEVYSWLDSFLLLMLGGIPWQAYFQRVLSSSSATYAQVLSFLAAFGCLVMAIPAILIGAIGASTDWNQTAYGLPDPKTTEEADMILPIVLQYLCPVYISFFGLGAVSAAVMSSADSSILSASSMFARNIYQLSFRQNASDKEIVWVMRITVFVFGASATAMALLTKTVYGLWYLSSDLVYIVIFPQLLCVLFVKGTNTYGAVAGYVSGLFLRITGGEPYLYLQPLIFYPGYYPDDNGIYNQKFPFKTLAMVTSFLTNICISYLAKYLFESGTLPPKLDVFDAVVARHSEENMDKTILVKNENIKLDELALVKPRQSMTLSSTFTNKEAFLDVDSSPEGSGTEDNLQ
STK33 kinase inh = inhibitors of human STK33 kinase; Q9BYT3; purified STK33, MBP phosphorylation, ADP-Glo luminescence; inhibition, % at 10 µM; 0.073% of 320,000 active;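 active = inhibition at or above 25%, using the most active replicate where run in duplicate; inactive = inhibition below 25%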
Target sequence (Q9BYT3 whole entry, looked up): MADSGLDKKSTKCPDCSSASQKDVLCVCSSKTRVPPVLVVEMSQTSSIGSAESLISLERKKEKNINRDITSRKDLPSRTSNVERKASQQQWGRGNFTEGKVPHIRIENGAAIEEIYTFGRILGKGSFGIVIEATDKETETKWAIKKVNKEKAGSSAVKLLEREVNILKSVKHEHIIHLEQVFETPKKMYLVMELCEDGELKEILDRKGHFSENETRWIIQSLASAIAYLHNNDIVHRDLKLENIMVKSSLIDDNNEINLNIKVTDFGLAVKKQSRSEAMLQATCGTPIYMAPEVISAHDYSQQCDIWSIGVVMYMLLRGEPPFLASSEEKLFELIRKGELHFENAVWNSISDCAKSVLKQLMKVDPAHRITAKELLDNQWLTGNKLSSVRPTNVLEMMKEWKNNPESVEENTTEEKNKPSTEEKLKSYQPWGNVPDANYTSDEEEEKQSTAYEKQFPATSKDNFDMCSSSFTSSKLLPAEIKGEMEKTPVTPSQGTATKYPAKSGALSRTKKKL
CHT PAM = human CHT allosteric activation; CHT-expressing cells, membrane potential dye, choline EC20; active compounds read high; LV-AA mutant CHT in HEK293 cells; B-score at 10 µM; 0.49% of 310,000 active;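 active = initial fluorescence not abnormally high and integrated response B-score, plate-corrected, over 3 SD above library mean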
An asterisk follows results filed as active; i = inactive; x = no result given.

Molecule	STK33 kinase inh	CHT inh	CHT PAM
O=c1[nH]ccc2c(O)cccc12	4.2	i	i
COc1ccc(C(=O)N2CC(=O)N(CCc3ccccc3)C(=O)C2)cc1OC	-0.7	i	i
CC(=O)c1ccccc1C(=O)N1CCCC(CNC(=O)c2ccccc2Cl)C1 (stereo not drawn)	-1.3	i	i
COc1ccc(S(=O)(=O)NCC(c2cccnc2)N2CCN(Cc3ccccc3)CC2)cc1 (stereo not drawn)	0.3	i	i
Cc1ccc(Cc2cncc(O)c2)cc1S(=O)(=O)O	-0.3	i	i
CCOc1ccc(N2CC(C(=O)NCCc3ccc(S(N)(=O)=O)cc3)CC2=O)cc1 (stereo not drawn)	0.7	i	i
Cc1ccccc1C(N)c1ccncc1 (stereo not drawn)	-3.2	i	i
C/C(=N\NC(=O)c1ccccc1)c1ccccc1Br	-1.1	i	i
COC(=O)CSc1nnc(CNc2ccc(OC)cc2)n1C	-1.3	i	i
O=C(NCc1ccc(Cl)cc1)c1cc2ccccc2oc1=O	-0.1	i	i
COc1cc(NC(=O)C2CC(c3c(F)cccc3Cl)=NO2)cc(OC)c1OC (stereo not drawn)	-3.1	i	i
CCN(CC)S(=O)(=O)c1ccc(S(=O)(=O)Nc2ccc(C(=O)N3CCCC3)cc2)cc1	-1.3	i	i

Single records, from the list above. Screens in order: STK33 kinase inh, CHT inh, CHT PAM
Entry for `COc1ccc(C(=O)N2CC(=O)N(CCc3ccccc3)C(=O)C2)cc1OC` = -0.7, i, i
Entry for `O=C(NCc1ccc(Cl)cc1)c1cc2ccccc2oc1=O` = -0.1, i, i
Entry for `CCOc1ccc(N2CC(C(=O)NCCc3ccc(S(N)(=O)=O)cc3)CC2=O)cc1` (stereo not drawn) = 0.7, i, i

(further entries)
Molecule	STK33 kinase inh	CHT inh	CHT PAM
COc1ccc(-c2csc(NC(=O)COC(=O)c3ccc(Br)o3)n2)cc1	-0.6	i	i
O=c1[nH][nH]cc1C=Nc1ccc(Oc2ccccc2)cc1	-1.3	i	i
CCCc1ccc(OCC(O)CN2CCN(CCO)CC2)cc1 (stereo not drawn)	-1.2	i	i
Cc1ccc(C2Nc3cccc4cccc(c34)N2)s1	-0.2	i	i
Cc1cc(CN2CCCC(N3CCc4ccccc4C3)C2)cc(C)c1O (stereo not drawn)	-0.2	i	i
Nc1nnc(-c2ccc(F)cc2)s1	-1.4	i	i
Nc1nc(SCC(=O)NCC2CCCO2)[nH]c(=O)c1NC(=O)c1ccc(F)c(F)c1 (stereo not drawn)	-0.6	i	i
COc1ccc(OC)c(NC(=O)c2cc(-c3cc(Cl)ccc3O)n[nH]2)c1	x	i	i
Cc1ccc(NC(=O)CN(C)C(=O)Cn2ncc(Cl)c(Cl)c2=O)cc1	-1.1	i	i
Cc1ccc(Cn2c(C(CO)Nc3nc(-c4ccc(F)cc4)cs3)nc3ccccc32)cc1 (stereo not drawn)	-0.1	i	i
O=C(CN1C(=O)S/C(=C/c2ccncc2)C1=O)N1CCOCC1	-0.7	i	i
CN(C)c1ccc(C(=O)NCC2CCCO2)cc1 (stereo not drawn)	-1.3	i	i

Next section, overlapping the part above by six compounds.
Molecule	STK33 kinase inh	CHT inh	CHT PAM
Nc1nc(SCC(=O)NCC2CCCO2)[nH]c(=O)c1NC(=O)c1ccc(F)c(F)c1 (stereo not drawn)	-0.6	i	i
COc1ccc(OC)c(NC(=O)c2cc(-c3cc(Cl)ccc3O)n[nH]2)c1	x	i	i
Cc1ccc(NC(=O)CN(C)C(=O)Cn2ncc(Cl)c(Cl)c2=O)cc1	-1.1	i	i
Cc1ccc(Cn2c(C(CO)Nc3nc(-c4ccc(F)cc4)cs3)nc3ccccc32)cc1 (stereo not drawn)	-0.1	i	i
O=C(CN1C(=O)S/C(=C/c2ccncc2)C1=O)N1CCOCC1	-0.7	i	i
CN(C)c1ccc(C(=O)NCC2CCCO2)cc1 (stereo not drawn)	-1.3	i	i
Cn1cc(S(=O)(=O)c2ccccc2)c(=O)c2cc(F)c(N3CCOCC3)cc21	-0.8	i	i
Cc1ccc(NCC(=O)Nc2c(C)n(C)n(-c3ccccc3)c2=O)cc1S(=O)(=O)N(C)C	-2.2	i	i
Cc1cc(C(F)(F)F)nc(CCNC(=O)C2CCC(=O)N(Cc3cccc(F)c3)C2)n1 (stereo not drawn)	-0.1	i	i
CCCCCC(=O)NN=C1CCN(Cc2ccccc2)CC1	-0.9	i	i
COc1ccccc1C1CC(=O)NC(SCC(=O)Nc2ccccc2)=C1C#N (stereo not drawn)	x	i	i
CCC(C)NS(=O)(=O)c1ccc(N)cc1 (stereo not drawn)	-2.1	i	i
Cc1ccc(NC(=O)CCNS(=O)(=O)c2ccc3c(c2)CCC(=O)N3)cc1F	-0.1	i	i
O=C(CSc1nnc(-c2cccs2)o1)c1cccs1	0.8	i	i
Cn1cc(S(=O)(=O)N2CCc3ccccc32)cc1C(=O)NC1CCCCC1	-0.4	i	i
COc1cc(CC(=O)OCc2ccccc2F)cc(OC)c1OC	-1.8	i	i
COc1cc(OC)c(OC)cc1CNc1cc(C)ccc1OC	0.1	i	i
CC1(C)CC(C(N)=S)CCO1 (stereo not drawn)	-1.0	i	i

Other entries:
Molecule	STK33 kinase inh	CHT inh	CHT PAM
COc1ccc(OC)c(NC(=O)CSc2nc(N3CCOCC3)nc(N3CCOCC3)n2)c1	-1.1	i	i
O=C(O)Cn1c2ccccc2c2n[nH]c(=S)nc21	0.5	i	i
Cc1cc(S(=O)(=O)NC(C)C)ccc1OCC(=O)NCc1ccccc1	-0.2	i	i
CC(=O)c1ccc(NC(=S)NCc2cccnc2)cc1	-1.7	i	i
COc1ccc(C(=S)N2CCNCC2)cc1	2.2	i	i
Cc1cccc2cc(CN(CC3CCCO3)C(=O)c3cccs3)c(=O)[nH]c12 (stereo not drawn)	-0.3	i	i
O=C(O)CSc1nnc(-c2ccccc2Br)n1-c1cccc(C(F)(F)F)c1	-1.9	i	i
Cc1nnc(SCc2ccc3c(c2)OCO3)s1	-1.2	i	i
COc1ccc(CNC(=O)CN(C(=O)CCC(=O)Nc2nccs2)c2ccc(C)cc2)cc1	-0.8	i	i
Cc1ccccc1N(CC(=O)NC(C)(C)C)C(=O)CCC(=O)Nc1nccs1	-1.4	i	i
CCOc1ccc2c(c1)n(CO)c(=S)n2CO	4.8	i	i
CNC(=O)C1=C(C)n2c(nc3ccccc32)NC1c1ccc(OC)cc1 (stereo not drawn)	-0.2	i	i

Other structures follow:
Molecule	STK33 kinase inh	CHT inh	CHT PAM
CN(C)S(=O)(=O)NC(c1ccccc1)c1ccccc1	-0.4	i	i
O=C(COc1ccc2c3c(c(=O)oc2c1)CCC3)NCc1ccncc1	-1.6	i	i
O=C(Nc1ccc(S(=O)(=O)N2CCCC2)cc1)C1CCCN1C(=O)c1cccs1 (stereo not drawn)	-0.4	i	i
O=C(CCC1CCCN(C(=O)Cc2ccc(F)cc2)C1)N1CCN(c2ccccn2)CC1 (stereo not drawn)	-2.4	i	i
Nc1nc(NCc2ccccc2)nc(NCc2ccccc2)c1[N+](=O)[O-]	-1.2	i	i
COc1ccc(CC(=O)Nc2ccc3c(c2)CCC3)cc1	-0.4	i	i
O=C(CSCc1ccc(Cl)cc1)Nc1ccc(S(=O)(=O)N2CCOCC2)cc1	-0.8	i	i
S=C(NCc1cccnc1)Nc1cccc(Cl)c1	0.3	i	i
O=C1CCC(=O)N1c1ccc(NC2CCN(Cc3ccccc3)CC2)c([N+](=O)[O-])c1	-1.4	i	i
Cc1c(S(=O)(=O)Nc2cccc3ccccc23)c(=O)n(C)c(=O)n1C	-3.3	i	i
COc1cc(C(=O)NCC(c2ccco2)N2CCOCC2)cc(OC)c1OC (stereo not drawn)	x	i	i
Cc1occc1C(=O)NC(C)C1CCCO1 (stereo not drawn)	0.1	i	i

Continuation.
Molecule	STK33 kinase inh	CHT inh	CHT PAM
COc1ccc(N2CCN(C(=O)c3ccc4[nH]c(C)c(C)c4c3)CC2)cc1	-0.8	i	i
CCCn1cc([C@@H]2C[C@H]3CN(Cc4cccc(Cl)c4)C(=O)[C@]34CCCN24)c(C)n1	-0.9	i	i
O=C1c2ccccc2C(=O)C12OC2c1ccc(Cl)cc1Cl (stereo not drawn)	-1.1	i	i
CCc1ccccc1NC(=S)N(CCN(C)C)C(C)c1ccco1 (stereo not drawn)	-0.6	i	i
COC(=O)CSc1[nH]c(=O)cc(C)c1C#N	-1.0	i	i
Cc1cccc(N2CCN(C(=O)Cn3sc4nc(C)cc(C)c4c3=O)CC2C)c1 (stereo not drawn)	-4.0	i	i
Cn1c(Cc2ccccc2)nnc1SCc1cc(=O)n2ccsc2n1	-0.7	i	i
O=C(CSc1ccccc1)N1CCN(S(=O)(=O)c2cccs2)CC1	0.3	i	i
CC(C)(CO)CNC(=O)CCc1nnc(C2(c3ccc(Cl)cc3)CCC2)o1	-1.5	i	i
COc1cc2c(cc1NC(=O)C(C)NCc1ccccc1)oc1ccccc12 (stereo not drawn)	-0.7	i	i
Cc1nc2cc(NC(=O)N3c4ccccc4CC3C)ccc2o1 (stereo not drawn)	0.3	i	i
Cc1ccc(S(=O)(=O)N2CCN(C(=O)C3=COCCO3)CC2)cc1C	-3.1	i	i

Next section
Molecule	STK33 kinase inh	CHT inh	CHT PAM
COC(=O)N[C@H](CC(C)=O)c1ccccc1	-0.1	i	i
COc1cccc(NC(=O)COC(=O)c2cccnc2)c1	-0.6	i	i
COc1cccc(OCC(=O)N(C)Cc2nc(-c3ccccc3)no2)c1	-0.2	i	i
CCOc1ccc(CCNC(=O)COC(=O)/C=C/c2ccc(OC(F)F)c(OC)c2)cc1OCC	-2.3	i	i
COCCn1c(SCC(=O)NCc2ccccc2)nc2ccccc21	0.1	i	i
COn1c(SC2CCCCC2)nc2ccccc2c1=O	-0.6	i	i
COc1cc(-n2nnnc2SC)c(OC)cc1Cl	x	i	i
CCOC(=O)CSc1nc2cc(OCC)ccc2cc1C#N	-1.6	i	i
CN1CCN(C(=O)Nc2cccc(-c3ccccc3)c2)CC1	-0.4	i	i
CCN(CC)CCNC(=O)c1ccc(NC(=O)c2cccc(S(=O)(=O)Nc3ccc(C)cc3)c2)cc1	1.1	i	i
Cc1nc(Nc2c(Cl)cccc2Cl)sc1C(=O)Nc1ccccc1	-1.9	i	i
CC(NC(=O)Cn1nc(C(=O)O)c2ccccc2c1=O)C12CC3CC(CC(C3)C1)C2 (stereo not drawn)	-0.6	i	i

The list continues.
Molecule	STK33 kinase inh	CHT inh	CHT PAM
Cc1sc2nc(CN3CCOCC3)nc(N3CCOCC3)c2c1C	0.4	i	i
O=C(CSc1nnc(-c2ccc(S(=O)(=O)N3CCCC3)cc2)o1)NCc1ccccc1	-0.5	i	i
CC(C)Cn1cnc2c(=O)oc3ccccc3c21	2.8	i	i
CC1CCc2cc(F)cc3c(=O)c(C(=O)O)cn1c23 (stereo not drawn)	-1.0	i	i
C(=N\N(c1ccccc1)c1ccccc1)/c1ccc(N2CCOCC2)s1	-4.6	i	i
CSc1n[nH]c(NC(C)=O)n1	-2.0	i	i
CC1(C)C(=O)Nc2ccccc2N1C(=O)Cn1ncc(Cl)c(Cl)c1=O	0.0	i	i
O=C(O)c1ccc2c(c1)C(=O)N(Cc1ccccc1)C2=O	0.8	i	i
Cc1[nH]nc2c1C1(CCC(c3ccccc3)CC1)C(C#N)=C(N)O2 (stereo not drawn)	3.4	i	i
Cc1ccc(S(=O)(=O)c2n[nH]n3c2nc(=O)c2ccccc23)cc1	-1.2	i	i
O=[N+]([O-])c1cc(S(=O)(=O)NCCN2CCOCC2)ccc1Sc1nnnn1-c1ccccc1	-0.4	i	i
C=CCNC(=O)c1ccccc1NC(=O)c1ccccc1	2.4	i	i

Further results:
Molecule	STK33 kinase inh	CHT inh	CHT PAM
CCCN1CCN(C(=O)Nc2ccc(C(=O)OCC)cc2)CC1	0.3	i	i
Cc1nnc(NC(=O)CSc2ccc3nnc(-c4cccnc4)n3n2)s1	0.0	i	i
CS(=O)(=O)Cc1cc(Sc2ccccc2)nc(-c2ccncc2)n1	0.2	i	i
O=C(Cc1ccc(NC2=NC3CS(=O)(=O)CC3S2)cc1)Nc1ccc(F)cc1 (stereo not drawn)	-0.2	i	i
CCCOc1ccc(N2CC(C(=O)Nc3ccc4c(c3)OCO4)CC2=O)cc1 (stereo not drawn)	0.4	i	i
C=CCn1c(CCn2c3ccccc3c3ccccc32)n[nH]c1=S	-0.6	i	i
CC(NC(=O)/C(C#N)=C1\N=C(NC(=O)c2ccco2)c2ccccc21)c1ccccc1 (stereo not drawn)	1.6	i	i
COc1ccc(-c2nc(CSCC(=O)NCc3ccco3)c(C)o2)cc1	0.3	i	i
Nc1nonc1-n1nnc(C(=O)N/N=C\c2cccc(Cl)c2)c1CN1CCOCC1	-0.9	i	i
CC1(C(=O)N/N=C/c2c(F)c(F)c(F)c(F)c2F)CC1(Cl)Cl (stereo not drawn)	-1.1	i	i
Cc1ccc(NC(=O)COC(=O)c2cc(C)nc3ccccc23)c([N+](=O)[O-])c1	-1.0	i	i
CN1C(=O)CC(N2CCN(C(=O)CN3CCCC3)CC2)C1=O (stereo not drawn)	-0.5	i	i

Next section
Molecule	STK33 kinase inh	CHT inh	CHT PAM
COc1cccc(-n2c(SC)nnc2-c2c[nH]c3ccccc23)c1	0.5	i	i
Cc1occc1C(=O)NNC(=O)Nc1ccc(Cl)c(Cl)c1	-1.4	i	i
CCOCCCNC(=O)C(c1ccc(OC)cc1)N(Cc1ccc2c(c1)OCO2)C(=O)c1ccccc1O (stereo not drawn)	-0.8	i	i
COc1ccc(CCN(C)C(=O)c2cncc(Br)c2)cc1OC	-0.1	i	i
O=C1CCCN1c1ccc(CNS(=O)(=O)c2ccc(F)cc2)cc1	-1.7	i	i
